DNMT1 inh: DNMT1 (human) enzyme inhibition; DNMT1 molecular beacon, Hinp1I cleavage, fluorescence; inhibition (reported as % activation of signal), % at 10 µM; hit rate 0.83% among 360,000; in the data active = inhibition above about 50%
Rpn11 inh: Rpn11 (human) deubiquitinase inhibition. AID 588493. calls only at 20 µM. hit rate 0.59% among 360,000. O00487. human 26S proteasome, Ub4-pepOG fluorescence polarization; 20S core pre-blocked with epoxomicin;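 active = inhibition at 20 µM, scaled to each plate's controls, above about 33%, limit read from the data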
Target sequence (O00487 whole entry, looked up): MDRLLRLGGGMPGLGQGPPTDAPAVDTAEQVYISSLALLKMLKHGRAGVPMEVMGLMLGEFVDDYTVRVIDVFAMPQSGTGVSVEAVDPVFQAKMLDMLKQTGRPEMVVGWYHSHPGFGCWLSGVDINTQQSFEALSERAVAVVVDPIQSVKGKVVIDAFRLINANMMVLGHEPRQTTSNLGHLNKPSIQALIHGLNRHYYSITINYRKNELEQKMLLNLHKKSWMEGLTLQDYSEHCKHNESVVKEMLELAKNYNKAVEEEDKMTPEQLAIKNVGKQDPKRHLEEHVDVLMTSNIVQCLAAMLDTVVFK
SUMO1-SIM PPI: alters human SUMO1 binding to SIM partners; P63165; SUMO1 binding to a labelled peptide, TR-FRET, 1 h; inhibition, % at 20 µM; hit rate 0.33% among 360,000; in the data active = inhibition above about 37%
Target sequence (P63165 whole entry, looked up): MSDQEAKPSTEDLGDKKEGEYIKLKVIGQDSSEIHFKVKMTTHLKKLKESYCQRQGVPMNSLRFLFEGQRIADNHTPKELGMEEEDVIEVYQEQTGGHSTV
LMPTP block: LMPTP (human) inhibition. P24666. recombinant LMPTP-A, OMFP fluorogenic substrate, fluorescence intensity. inhibition, % at 20 µM. hit rate 0.22% among 360,000;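 active = compounds that cut the enzyme signal by at least half of the control window in the single-dose screen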;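 note: plate controls were DMSO wells with enzyme plus substrate for no effect and substrate without enzyme for full effect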
Target sequence (P24666 whole entry, looked up): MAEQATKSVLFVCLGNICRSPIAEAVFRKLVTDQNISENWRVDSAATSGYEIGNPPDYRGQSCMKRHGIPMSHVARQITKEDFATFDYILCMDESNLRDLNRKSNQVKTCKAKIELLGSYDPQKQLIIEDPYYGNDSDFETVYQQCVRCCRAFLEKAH
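Buffer or medium: Bis-Tris pH 6.0, DTT, detergent; Assay system: LMPTP-A enzyme; Quantity: 0.625 nM enzyme; Detection: endpoint fluorescence intensity; Times: 50 min dark incubation at room temperature; Controls: substrate-only low control, DMSO enzyme-plus-substrate high control; Doses: single 20 µM dose; Read-out: percent inhibition versus substrate-only and uninhibited controls; Reagent: 400 µM OMFP.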
Scp-1 inhibitor: blocks human Scp-1 phosphatase activity; inhibition, % at 20 µM; hit rate 0.88% among 340,000; Q9GZU7; Recombinant Scp1, phosphopeptide, malachite green phosphate absorbance;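 active = inhibition above about 50% at 20 µM, limit read from the data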;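 note: plate controls were DMSO wells with enzyme for no effect and wells lacking enzyme for full effect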
Target sequence (Q9GZU7 76-261 limits assumed): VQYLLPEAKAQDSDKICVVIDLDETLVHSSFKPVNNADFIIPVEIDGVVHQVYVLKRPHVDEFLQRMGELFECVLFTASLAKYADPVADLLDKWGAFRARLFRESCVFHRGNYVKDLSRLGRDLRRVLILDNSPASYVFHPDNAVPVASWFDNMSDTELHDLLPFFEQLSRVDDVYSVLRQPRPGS
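Test system – truncated SCP-1 phosphatase (76-261aa) · Reagent – Phosphorylated 17-residue peptide substrate · Incubation – 45 min room-temperature reaction, 5 min colour, 30 min stabiliser · Detection – colorimetric phosphate reagent with accelerator and stabiliser, absorbance at 630 nm · Measure – % inhibition at 20 µM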
NRP1-CendR mod: alters CendR peptide binding to human NRP-1. FAM-RPARPAR peptide binding to NRP-1, fluorescence polarization. hit rate 0.85% among 360,000. AID 602438. inhibition, % at 25 µM;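 active = inhibition or corrected inhibition above about 18%, plus a signal ratio from 0.5 to 1.5, limit read from the data, passing the limit was not always enough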; note: strong numbers were not always called active
MT1-MMP act inh: MT1-MMP (human) activation inhibition; hit rate 0.061% among 360,000; P50281; GFP/RFP ratio change, % at 20 µM; AID 651647; HT1080 RFP-PRO-GFP cells, GFP/RFP ratio fluorescence, overnight; percent of plate control window, DMSO zero;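 active = GFP/RFP ratio change of at least 30% with cell ATP level not reduced by more than half and red fluorescence within 50% of control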; note: strong numbers were not always called active
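Assay system: HT1080 cells carrying an RFP-PRO-GFP reporter | Dosing: Single dose of 20 µM compound, 1% DMSO final | Incubation: Cells overnight before dosing, compound overnight, 37 °C, 5% CO2 | Evaluation: GFP/RFP fluorescence ratio | Control set: DMSO and RFP-L50D-GFP cell wells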
STEP block: STEP (human) phosphatase inhibition; hit rate 0.25% among 360,000; AID 588621; inhibition, % at 20 µM; P54829; recombinant STEP, OMFP fluorogenic substrate, fluorescence;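 active = inhibition at 20 µM, scaled per plate between control wells, above about 37%, limit read from the data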;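 note: 0% = DMSO with enzyme and substrate and 100% = substrate only without enzyme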
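Material: STEP (striatal-enriched tyrosine phosphatase) enzyme, cell-free; Compound dosing: 20 µM single dose in 1% DMSO; Technique: fluorescence read at 480 nm ex / 540 nm em; Times: reaction 20 min, ambient temperature; Medium: 50 mM Bis-Tris pH 6.0 with 2.5 mM DTT and 0.005% Tween 20; Also added: OMFP at 25 µM.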
NadD inh: inhibitors of Staphylococcus aureus NadD; purified NadD enzyme, colorimetric absorbance read-out; inhibition, % at 20 µM; hit rate 0.78% among 360,000; in the data active = inhibition above about 26%; note: some compounds past the cut are filed as inactive
SKN-1 block: C. elegans SKN-1 inhibition; AID 624304; C. elegans VP596 Pgst-4::GFP/RFP ratio, acrylamide-induced, 24 h; hit rate 0.49% among 360,000; inhibition, % at 21.8 µM;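 active = interference check ratio from 0.5 to 1.5 plus GFP to RFP signal ratio inhibition reaching or exceeding a fixed threshold, cut at about 30% in these data, passing the limit was not always enough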; note: some compounds called inactive have numbers as strong as hits
Active calls of the source: *; i = inactive; / = not tested or not shown.

SMILES	DNMT1 inh	Rpn11 inh	SUMO1-SIM PPI	LMPTP block	Scp-1 inhibitor	NRP1-CendR mod	MT1-MMP act inh	STEP block	NadD inh	SKN-1 block
COc1ccc(Cc2nc3ccccc3c(=O)n2N)cc1OC	1	i	6	-1.9	-11	-3	2	-2	-6	-1
CCOC(=O)N1CCC(Nc2nc3ccccc3n3cnnc23)CC1	0	i	5	0.3	-5	4	0	0	-4	0
COc1ccccc1NC(=O)c1ccccc1NC(=O)c1ccccc1C(=O)O	0	i	2	-0.2	-1	4	-1	1	-6	-6
COc1ccccc1C(=O)NNC(=O)c1nn(Cc2ccccc2)c(=O)c2ccccc12	-2	i	-1	0.1	-17	-5	-1	-2	7	11
COc1ccc(C(=O)Nc2ccnn2C2CCN(Cc3cn(C)nc3C)CC2)cc1	-1	i	-4	0.3	1	4	-1	-2	-3	23
COc1ccc(NC(=O)CN(C)C(=O)CN2C(=O)C3CCCCC3C2=O)cc1 (stereo not given)	2	i	0	-0.7	-7	11	3	4	-1	17
CCOc1ccccc1NC(=O)COc1ccc(S(=O)(=O)N2CCCC2)cc1	0	i	6	0.4	-2	1	1	-1	-9	-6
CCCCN1CC(O)=C(c2nc(-c3ccc(Cl)cc3)cs2)C1=N	38	i	-1	20	7	-1	3	4	10	6
O=C(COC(=O)CCSc1ccc(Cl)cc1)NCc1ccc(Cl)cc1	1	i	0	4.2	-9	-9	3	1	-5	1
CS(=O)(=O)N(CC(=O)Nc1ccc(C(N)=O)cc1)C1CCCCC1	1	i	3	-0.6	3	3	0	9	5	3
CC(=O)c1sc(NC(=O)CCCc2nc3ccccc3c(=O)[nH]2)nc1-c1ccccc1	-3	i	-23	0.0	0	16	-10	0	0	9
O=C1CNC(=S)N1c1nc(-c2ccccc2)cs1	1	i	-8	-1.7	-3	7	1	-2	7	10
Nc1[nH]c(N=NC(=O)c2ccccc2O)c2ccccc12	1	i	-1	-1.8	25	-2	8	-2	3	2
Cc1ccc(NC(C(=O)c2ccccc2)c2ccccc2)cc1 (stereo not given)	0	i	3	1.0	-10	-14	7	1	-4	14
O=C(CCc1nc2sc3c(c2c(=O)[nH]1)CCCC3)NCC(=O)Nc1ccccc1Br	33	i	5	9.4	35	-39	-6	2	-1	7
CCc1ccccc1OCCCCN1CCCCC1	-2	i	1	-1.1	30	-7	4	2	-4	0
CCN(CC)C(=O)C1CCCc2c1[nH]c1ccc(Cl)cc21 (stereo not given)	-8	i	5	-1.3	-7	2	2	2	0	27
Cc1ccccc1NC(=O)Cc1nc(CN(C)CC(=O)Nc2cccc(F)c2)cs1	-5	i	1	0.4	0	6	2	1	1	4
O=C(Nc1ccccc1C(F)(F)F)NC1(C(=O)N2CCOCC2)CCCCC1	95*	/	42*	61*	75*	-68	3	28	31*	17
CCOC(=O)C1CN(S(=O)(=O)c2ccc(OC)cc2)c2cc(S(=O)(=O)CC)ccc2O1 (stereo not given)	0	i	0	-0.6	-7	2	1	-1	-5	-8
COc1ccccc1CC(=O)Nc1ccc(S(=O)(=O)N2CCCC2)cc1	0	i	-3	0.0	-5	16	0	2	-5	-4
Cc1cccc(CN(Nc2ccccc2)c2ccccc2)n1	7	i	2	-1.1	/	-17	-7	-2	-2	12
Cc1ccc(OCCNC(=O)c2cccc(Oc3ccc(C(F)(F)F)cc3[N+](=O)[O-])c2)cc1	9	i	-8	2.8	-12	14	2	0	-9	-2
Cc1cc(C)n(-c2cc(-n3nc(C)cc3C)ncn2)n1	4	i	-2	-0.5	-7	2	-1	2	-8	0
CC(=O)NCCc1nc2cc(NC(=O)COc3ccc(C)cc3)ccc2n1C	-1	i	1	-0.7	-5	8	1	0	0	9
O=C(Nc1cccc(Cl)c1Cl)c1csc([C@@H]2O[C@H](CO)[C@H](O)[C@H](O)[C@H]2O)n1	10	i	6	-1.3	/	-8	6	-1	2	14
CCC(=O)N1CCc2cc(Br)cc(S(=O)(=O)NCCN3CCCC3)c21	-1	i	5	4.4	-2	-3	2	0	4	23
Cc1ccc[n+](CC(=O)Nc2ccc([N+](=O)[O-])cc2)c1	0	i	-26	0.8	4	-4	2	-3	-7	-6
O=C(O)C1Nc2c(C(=O)N3CCOCC3)cccc2C2C=CCC12 (stereo not given)	107*	i	29	-1.6	51*	11	11	10	18	14
COc1ccc(S(=O)(=O)N2CCc3cc4c(cc3C2C)OCCCO4)cc1 (stereo not given)	-3	i	-5	1.5	-4	3	-5	0	-9	22
CC(C)(C)c1ccc(C(=O)Nc2cnccn2)cc1	-1	i	5	-1.4	-6	-16	-4	1	-1	12
CCOC(=O)Nc1ccc(C(=O)Oc2ccccc2)c(O)c1	-10	i	-3	5.0	-8	0	-1	-3	0	2
C1=Nc2c(Nc3ccccc3)ncnc2Oc2ccccc21	1	i	-8	-0.1	6	2	/	-2	3	7
COc1ccccc1NC(=O)COC(=O)C1C2CC3OC(=O)C1C3C2 (stereo not given)	1	i	-2	-0.4	10	6	-3	-2	0	-11
COc1ccccc1NC(=O)NC(=O)N(C(C)C)S(C)(=O)=O	-5	i	-1	0.7	-4	0	8	-3	-4	5
COc1ccc(CC(=O)c2cc(OC)c(OC)cc2CC(=O)O)cc1OC	1	i	1	0.1	-3	1	1	0	1	4
Cc1ccc(Cl)cc1-c1cc(C(=O)Nc2ccc(F)cc2)[nH]n1	8	i	-3	2.8	/	-1	0	-2	-3	8
COc1ncc(-c2cccc3nccn23)c(OC)n1	-2	i	1	-0.7	/	-1	3	-2	5	10
O=c1c(C(c2ccc(Br)cc2)c2c(O)nc3n(c2=O)CCS3)c(O)nc2n1CCS2	4	i	13	-0.3	-4	-23	-1	0	-1	-5
Oc1ccccc1-c1cc(-c2ccc(F)cc2)n[nH]1	-4	i	0	2.6	-8	-15	2	-2	-4	23
O=C(c1cnn2c(C(F)(F)F)cc(-c3cccs3)nc12)N1CCN(Cc2ccccc2)CC1	-1	i	-9	1.5	3	6	1	-4	-4	-5
COc1ccc(OCc2nnc(SCC(=O)Nc3ccc(C)cc3)o2)cc1	7	i	0	-1.5	-1	-6	2	-2	-6	6
COc1ccc(NC(=O)c2oc3ccccc3c2C)cn1	-10	i	0	0.7	-6	7	-8	0	-2	-20
COC(=O)c1sccc1NC(=O)CC1NCCNC1=O (stereo not given)	-10	i	0	-4.2	-15	-13	-4	1	-4	5
CCOC(=O)[C@H]1[C@H]2COc3cc(OC)ccc3[C@@H]2N2C(=O)CN(CC3CCCO3)C(=O)[C@@]12C (stereo not given in full)	1	i	4	-2.1	-3	12	5	-4	0	11
CCN(C[C@H]1N[C@@](Cc2ccccc2)(C(=O)OC)[C@H]2C(=O)N(Cc3ccccc3)C(=O)[C@@H]12)C(=O)c1ccccc1	-3	i	1	0.6	-11	-6	1	1	9	-7
COC(=O)c1ccc(CSC2=NC[C@@H]3[C@@H]4C(=O)N(C)C(=O)[C@@H]4[C@](C)(C(=O)OC)N23)cc1	7	i	6	-1.7	1	-3	1	0	-1	15
CCCn1cc(S(=O)(=O)c2ccc(F)cc2)c(=O)c2cc(OCC)ccc21	0	i	2	-1.5	-9	4	-4	-1	3	8
O=C(CSc1ccc(Cl)cc1)Nc1ccccc1	-3	i	-2	0.2	/	-5	-2	-2	1	17
CCCCCc1ccc(OCCCC[n+]2ccccc2)c(CCCCC)c1	10	i	-1	-5.6	5	-1	-26	5	4	1

(list continues)
SMILES	DNMT1 inh	Rpn11 inh	SUMO1-SIM PPI	LMPTP block	Scp-1 inhibitor	NRP1-CendR mod	MT1-MMP act inh	STEP block	NadD inh	SKN-1 block
CC1CCN(C(=O)/C(=C\c2ccco2)NC(=O)c2ccccc2)CC1	-3	i	3	0.3	-6	-18	-5	0	-3	6
O=C(c1ccc([N+](=O)[O-])cc1)N1CCC(Cc2ccccc2)CC1	-1	i	-11	0.3	-9	13	3	1	-6	-2
Cc1c(Cl)cccc1NC(=S)NCCC(c1ccccc1)c1ccccc1	0	i	2	3.9	-9	5	-1	-2	-8	9
COCc1cc(C)nc(SCC[N+](C)(C)CC(=O)c2ccc(Br)cc2)c1C#N	3	i	3	-0.6	4	-8	-4	4	-3	-7
O=C(NC1CCCCCC1)C1CCN(S(=O)(=O)c2c(Cl)cccc2Cl)CC1	-3	i	4	-0.2	-2	2	3	4	-1	12
Cc1ccc(S(=O)(=O)c2c(C)cc(C)nc2N2CCOCC2)cc1	0	i	1	0.2	-7	2	-1	0	-4	8
COc1ccc(-n2nnnc2SCC(=O)N2CCN(C(=O)c3ccco3)CC2)cc1OC	27	i	2	0.4	-3	-4	3	3	1	8
O=[N+]([O-])c1cccc(S(=O)(=O)NCc2ccccn2)c1	-2	i	-22	-0.2	-9	-3	-5	1	6	18
Cc1cccc2nc(CSc3nnc(N)s3)cn12	0	i	1	-0.4	-1	-2	-4	2	-3	-9
CC(C)(C)N1CC(c2nc3ccccc3n2Cc2ccc(F)cc2)CC1=O (stereo not given)	0	i	-3	-0.1	-8	2	0	-4	2	2

Next section; the last 3 above are carried over.
SMILES	DNMT1 inh	Rpn11 inh	SUMO1-SIM PPI	LMPTP block	Scp-1 inhibitor	NRP1-CendR mod	MT1-MMP act inh	STEP block	NadD inh	SKN-1 block
O=[N+]([O-])c1cccc(S(=O)(=O)NCc2ccccn2)c1	-2	i	-22	-0.2	-9	-3	-5	1	6	18
Cc1cccc2nc(CSc3nnc(N)s3)cn12	0	i	1	-0.4	-1	-2	-4	2	-3	-9
CC(C)(C)N1CC(c2nc3ccccc3n2Cc2ccc(F)cc2)CC1=O (stereo not given)	0	i	-3	-0.1	-8	2	0	-4	2	2
O=c1oc2cc(OCc3ccc(F)cc3F)ccc2cc1-c1ccccn1	1	i	4	1.0	-5	-3	-1	1	1	16
Cc1noc(NS(=O)(=O)c2ccc(NC(=O)c3cc(F)c(F)c(F)c3F)cc2)c1C	0	i	-6	-0.5	-7	-6	-2	-2	2	20
CCOc1ccccc1-n1c(SC(C)C(=O)NCC2CCCO2)nc2ccccc2c1=O (stereo not given)	2	i	0	0.9	-6	2	1	-2	-5	-2
CC1(c2ccccc2)NC(=O)N(CC(=O)Nc2cccc(/C=C/c3ccccn3)c2)C1=O (stereo not given)	-4	i	-18	0.6	5	-4	7	0	9	6

Screening results deposited in PubChem by Sanford-Burnham Center for Chemical Genomics.
